KCNQ1 pot: potentiators or activators of KCNQ1 channel, primary screen, cell-based, thallium flux, high-throughput | CHO-K1 KCNQ1, thallium flux FluxOR fluorescence; stronger effect = higher value | B-score at 10 µM | 310,000 compounds, 0.35% hits;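 active = fluorescence ratio B-score, a plate-corrected score, at least three library SD, with initial intensity B-score within 5 SD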
Target sequence (P51787 whole entry, looked up): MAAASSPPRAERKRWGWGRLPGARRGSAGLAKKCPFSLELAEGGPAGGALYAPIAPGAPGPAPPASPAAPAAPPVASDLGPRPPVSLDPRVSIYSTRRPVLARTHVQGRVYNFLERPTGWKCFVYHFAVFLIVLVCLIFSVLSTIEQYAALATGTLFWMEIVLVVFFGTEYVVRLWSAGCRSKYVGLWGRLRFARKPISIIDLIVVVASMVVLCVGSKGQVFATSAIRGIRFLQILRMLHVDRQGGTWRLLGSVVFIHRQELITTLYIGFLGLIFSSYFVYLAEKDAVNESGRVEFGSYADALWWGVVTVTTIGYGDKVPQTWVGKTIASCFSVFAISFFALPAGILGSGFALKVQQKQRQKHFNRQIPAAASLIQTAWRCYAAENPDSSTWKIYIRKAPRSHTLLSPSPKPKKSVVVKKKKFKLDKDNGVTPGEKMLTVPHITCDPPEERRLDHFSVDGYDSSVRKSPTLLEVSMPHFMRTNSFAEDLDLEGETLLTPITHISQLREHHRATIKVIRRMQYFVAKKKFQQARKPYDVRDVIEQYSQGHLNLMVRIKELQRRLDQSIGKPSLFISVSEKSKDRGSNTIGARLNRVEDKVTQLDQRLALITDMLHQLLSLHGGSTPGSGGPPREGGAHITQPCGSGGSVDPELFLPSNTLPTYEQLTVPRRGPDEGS
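assay system = CHO-K1 cells stably expressing KCNQ1 | medium = assay buffer, equal DMSO in all wells | timing = 37 °C overnight plating, 90-min dark dye load, 20-min compound pretreatment | measured by = kinetic FluxOR thallium fluorescence, 10-s 1-Hz baseline, 110-s post-stimulus read | measure = fluorescence change relative to baseline, converted to B score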
MrgX1 PAM: positive allosteric modulators of MrgX1, primary screen, HEK293 cells, Fluo-4 calcium flux; FDSS; stronger effect = higher value; B-score at 10 µM; 310,000 compounds, 0.63% hits;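 active = plate-corrected calcium response at least 3 library SD above typical, normal starting fluorescence, not activating the receptor alone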;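 also: compound read alongside a low EC10 to EC30 dose of BAM8-22 agonist; peak minus trough fluorescence over baseline measured at the second addition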
KCNK9 inh: KCNK9 potassium channel inhibitors, primary screen, HEK293 cells, thallium flux; Potassium channel subfamily K member 9 (Homo sapiens), Q9NPC2; FluxOR thallium flux fluorescence; stronger effect = lower value; B-score at 10 µM; 310,000 compounds, 1.2% hits;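 active = ratio B-score over 3 SD below the library mean, with starting fluorescence within 5 SD of its mean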;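 also: negative B-score means less thallium flux so channel inhibition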
RGS4 inh: RGS4 inhibitors, primary screen, cell-based, HEK293 M3R inducible RGS4, calcium flux; Regulator of G-protein signaling 4 (Homo sapiens), P49798; Fluo-4 calcium flux; stronger effect = higher value; triggered by carbachol at its EC20; B-score at 10 µM; 310,000 compounds, 0.45% hits;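 active = B-score, a plate-corrected calcium signal, over three deviations above library mean, with baseline fluorescence within five deviations of library mean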;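 also: RGS4 expression induced by doxycycline in cells with stable M3 receptor; B-score is computed from the integrated fluorescence ratio over baseline after carbachol; higher B-score means a larger calcium signal and so more RGS4 inhibition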
TMEM16A inh: TMEM16A chloride channel inhibitors, primary screen, cell-based, HTS; Anoctamin-1 (Mus musculus), Q8BHY3; HEK293 TMEM16A/YFP iodide influx fluorescence, ionomycin; normalized B-score (activity score, 25-100; higher = stronger inhibition) at 10 µM; 310,000 compounds, 1.2% hits;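 active = ratio plate-corrected score three or more library SD toward inhibition, starting fluorescence score within five deviations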;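 also: score derived from kinetic fluorescence span divided by baseline fluorescence per well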
MrgX1 agonist: agonists of human MrgX1 receptor, primary screen, HEK293 cells, Fluo-4 calcium flux. B-score at 10 µM. Fluo-4 calcium fluorescence, agonist mode; stronger effect = higher value. 310,000 compounds, 0.44% hits. Mas-related G-protein coupled receptor member X1 (Homo sapiens), Q96LB2;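 active = calcium response B-score plate-corrected fluorescence ratio at least 3 library SD, with starting fluorescence B-score inside 5 SD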
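Test system: Stable human MrgX1 HEK293 cell line | Schedule: Overnight plating before 1 h dye loading | Read-out basis: Baseline-normalised fluorescence change ratio, B-scored | Detection: Kinetic calcium dye fluorescence, Fluo-4 NW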
KCNK3 block: human KCNK3 channel inhibitors, primary screen, CHO cells, FluxOR thallium flux, B-score; 340,000 compounds, 0.84% hits; B-score at 10 µM; Potassium channel subfamily K member 3 (Homo sapiens), O14649; FluxOR fluorescence; stronger effect = lower value;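 active = B-score under library mean minus 4 SD, starting fluorescence ratio at most library mean plus 5 SD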;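 also: more negative B-score means stronger inhibition of thallium flux through KCNK3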
Target sequence (O14649 whole entry, looked up): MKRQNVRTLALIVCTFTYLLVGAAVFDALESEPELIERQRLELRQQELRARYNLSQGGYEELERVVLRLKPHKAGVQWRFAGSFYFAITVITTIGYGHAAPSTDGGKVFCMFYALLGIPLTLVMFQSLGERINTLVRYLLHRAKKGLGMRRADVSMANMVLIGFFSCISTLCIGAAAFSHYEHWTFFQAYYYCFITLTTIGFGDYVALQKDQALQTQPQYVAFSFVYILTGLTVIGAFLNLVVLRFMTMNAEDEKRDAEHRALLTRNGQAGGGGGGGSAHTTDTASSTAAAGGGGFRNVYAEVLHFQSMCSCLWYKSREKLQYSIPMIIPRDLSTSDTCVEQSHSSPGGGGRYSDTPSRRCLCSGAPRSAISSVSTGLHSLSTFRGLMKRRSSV
RGS4 act: RGS4 potentiators or activators, primary screen, cell-based, HEK293 M3R inducible RGS4, calcium flux. B-score at 10 µM. AID 463111, 2010. carbachol calcium flux Fluo4; stronger effect = lower value. 310,000 compounds, 0.92% hits;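 active = B-score of the integrated calcium signal more than 4 SD below the library mean, with starting fluorescence not abnormally high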;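 also: negative B-score means reduced calcium response which marks RGS4 activation or potentiation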
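System: HEK293 FlpIn-TREx cells, stable M3R, doxycycline-inducible RGS4. Timing: overnight RGS4 induction, 30 min dye load 37 °C, 20 min compound RT. Also added: carbachol, ECmax concentration. Measured by: Fluo4 fluorescence kinetic imaging of calcium. Evaluation: integrated calcium ratio converted to B score.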
hERG protect: hERG rescue from dofetilide block, primary screen, cell-based, CHO-hERG, FluxOR thallium flux, dofetilide IC70. activation (rescue from dofetilide block), less the hit threshold, % at 10 µM. 310,000 compounds, 0.51% hits. dofetilide IC70 present. Voltage-gated inwardly rectifying potassium channel KCNH2 (Homo sapiens), Q12809. AID 1511, 2009;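 active = activation above the mean of controls blocked by dofetilide plus 5 SD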;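 also: thallium influx through hERG after potassium depolarization seen as dye fluorescence rise; in these data hits start at about 4.7%; inactives centre near -7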
KCNQ1 inh: inhibitors of human KCNQ1 channel, primary screen, cell-based, thallium flux, high-throughput | Potassium voltage-gated channel subfamily KQT member 1 (Homo sapiens), P51787 | CHO-K1 KCNQ1, FluxOR thallium flux fluorescence; stronger effect = higher value | B-score at 10 µM | 310,000 compounds, 1.3% hits | AID 2642, 2010;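 active = compounds whose thallium flux B-score, printed positive for inhibition, exceeds three library SD while starting fluorescence stays within three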;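 also: channel opened by potassium depolarization with thallium stimulus after 20 min compound exposure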
ANO1 activ: TMEM16A chloride channel activators or potentiators, primary screen, cell-based, HTS. Anoctamin-1 (Mus musculus), Q8BHY3. HEK293 TMEM16A/YFP-H148Q/I152L, iodide quench fluorescence; stronger effect = lower value. 340,000 compounds, 0.3% hits. B-score at 10 µM. AID 623877, 2012;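 active = fluorescence-ratio B-score plate-corrected deviation score at least 3 library SD below zero, with starting fluorescence score within 5 deviations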;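 also: channel opened by trigger with iodide after compound preincubation; score built on the fluorescence ratio of max minus min over baseline; more negative score means more quench and so TMEM16A activation or potentiation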
Numbers without * were called inactive; i = inactive; nt = no result given.

canonical_smiles	KCNQ1 pot	MrgX1 PAM	KCNK9 inh	RGS4 inh	TMEM16A inh	MrgX1 agonist	KCNK3 block	RGS4 act	hERG protect	KCNQ1 inh	ANO1 activ
Cc1ccc(-c2cc(-c3ccccc3)nc(N/N=C/c3cccnc3)n2)cc1	i	i	i	i	i	i	i	i	-14	i	i
CCOC(=O)C1CCN(C(=O)c2cccc(S(=O)(=O)Nc3ccc(C)cc3C)c2)CC1	i	i	i	i	i	i	i	i	-12	i	i
COc1ccc2[nH]c3c(NCCC4=CCCCC4)ncnc3c2c1	i	nt	i	i	nt	nt	i	i	-7	i	i
S=C(NCCNC(=S)Nc1ccccc1Cl)Nc1ccccc1Cl	i	i	i	i	i	i	i	i	-5	7*	i
CCOC(=O)c1c(C)[nH]c(C)c1C(=O)CSc1nc2ccccc2c(=O)n1-c1ccc(C)cc1	i	i	i	i	i	i	i	-7.2*	-8	6*	i
CCN(CC)CCn1c(O)c(N=O)c2ccccc21	i	i	i	i	i	i	i	i	-8	i	i
O=C(NCC(c1cccnc1)N1CCN(c2ccc(F)cc2)CC1)OCc1ccccc1 (configuration not stated)	i	i	i	i	i	i	i	i	-11	i	i
Cc1nc(C)c(-c2ccc(SCc3ccc([N+](=O)[O-])cc3)nn2)s1	i	i	i	i	i	i	i	i	-10	i	i
COc1ccc(C(=O)OCC2CC(c3ccccc3)=NO2)cc1OC (configuration not stated)	i	i	i	i	i	i	i	i	-7	i	i
Cc1cccc(C)c1NC(=O)C1C2C=CC(C2)C1C(=O)O (configuration not stated)	i	i	i	i	i	i	i	i	-17	i	i
COc1ccc(S(=O)(=O)CCc2nnc(NC(=O)c3ccc(F)cc3)s2)cc1	i	i	i	i	i	i	i	i	-2	i	i
O=S(=O)(NCC1CCCO1)c1ccc(Cl)nc1 (configuration not stated)	i	i	i	i	i	i	i	i	-12	i	i
Cc1ccc(SC[C@H](Cc2ccccc2)N2CCN(CCc3ccccc3)CCC2=O)cc1	i	i	i	i	i	i	i	i	-6	i	i
COC(=O)C1=C(CS(=O)(=O)c2ccccc2)NC(=O)NC1c1ccc(O)cc1 (configuration not stated)	i	i	i	i	i	i	i	i	-8	i	i
COc1cccc(NC(=O)N2CCCC2C(=O)NC2CCCCC2)c1 (configuration not stated)	i	i	i	i	i	i	i	i	-10	i	i
O=C(NC1CCCC1)c1csc2c1CCCC2	i	i	i	i	i	i	i	i	-10	i	i
CCOC(=O)C(=CNc1cc(C)ccn1)C(=O)OCC	i	i	i	i	i	i	i	i	5.1*	i	i
COc1ccccc1-c1nnc(SCC(=O)Nc2ccccc2)o1	i	i	i	i	i	i	i	i	0	i	i
N#CCc1nn(-c2ccccc2)c(N)c1C#N	i	i	i	i	i	i	i	i	-2	i	i
CCc1cc(Cn2nc(-c3ccccc3)cc2C(=O)NCc2ccccc2OC)on1	i	i	i	i	i	i	i	i	-4	i	i
Cc1ccc2nc(COc3ccc(N(C)S(=O)(=O)c4ccccc4)cc3)cc(=O)n2c1	i	i	i	i	i	i	i	i	-9	i	i
CC(C)n1c(-c2ccccc2)nc(=S)c2c1CCCC2	i	i	i	i	i	i	nt	i	-6	i	nt
CCOc1nc(C)nc(NC(=O)NS(=O)(=O)c2ccccc2Cl)n1	i	i	i	i	i	i	i	i	-9	i	i
O=C(NNC(=O)c1cc(-c2cccc(Br)c2)nc2ccccc12)c1csc(N2CCOCC2)n1	i	i	i	i	i	i	i	-7.6*	-13	i	i
COc1ccc(CCNC(=O)CN(c2ccccc2OC)S(C)(=O)=O)cc1	i	i	i	i	i	i	i	i	-15	i	i
CCCCNCc1cccn1-c1ccccc1	i	i	i	i	i	i	i	i	4	i	i
CCCCc1nnc(NC(=O)CN(C)S(=O)(=O)c2ccc(C)cc2)s1	i	i	i	i	i	i	i	i	-7	i	i
CCCCCC(=O)N1CC2(CC(c3cccc(NC(=O)COc4ccc(Cl)cc4)c3)=NO2)C[C@@H]1C(N)=O (some centres not stated)	i	i	i	i	i	i	i	i	-28	i	i
CCOC(=O)C1(CC2CCCCO2)CCN(C(=O)Nc2ccc(C)c(C)c2)CC1 (configuration not stated)	i	i	i	i	i	i	i	i	-11	i	i
COc1cccc(Cn2cccc(NC(=O)NC3CCCCC3)c2=O)c1	i	i	i	i	i	i	i	i	-4	i	i
Cc1ccc(C(=O)Cc2nnc(C)s2)cc1	i	i	i	i	i	i	i	i	-15	i	i
CCOc1ccccc1NC(=O)NCCN1CCCCC1	i	i	i	i	i	i	i	i	-13	i	i
COc1ccc(NC(=O)CSc2n[nH]c(N)n2)c([N+](=O)[O-])c1	i	i	i	i	i	i	i	i	-9	i	i
O=c1cc(CO)oc(CN2CCN(c3ccccc3F)CC2)c1O	i	i	i	i	i	i	i	i	-3	i	i
CCC(=O)N1CCc2cc(S(=O)(=O)NCCC(=O)N3CC=C(c4ccccc4)CC3)ccc21	nt	i	nt	nt	i	i	i	nt	nt	nt	i
O=C(NCc1ccccn1)Nc1ccc(F)c(Cl)c1	i	i	i	i	i	i	i	i	-1	i	i
Cc1ccc(S(=O)(=O)NC2CC(C)(C)NC(C)(C)C2)cc1C	i	i	i	i	i	i	i	i	3	i	i
O=C1c2cccc3cccc(c23)C(=O)N1CCN1CCN(C(=S)Nc2ccccc2)CC1	i	i	i	i	i	i	i	i	-12	i	i
COc1cc(OC)cc(C(=O)NNC(=O)CNC(=O)c2ccc(Br)o2)c1	i	i	i	i	i	i	i	i	-8	i	i
Cc1cc(O)c(C2(C(F)(F)F)NCCNC2=O)cc1C (configuration not stated)	i	i	i	i	i	i	i	i	-11	i	i
CN(C)c1cccc(NC(=O)c2cccc3ccccc23)c1	i	i	i	i	i	i	i	i	-5	i	nt
CN(C(=O)C(C)(C)C)c1ccc(OCC(=O)N2CCc3ccccc3C2)cc1	i	i	i	i	i	i	i	-7.4*	-19	i	i
CC(=O)Oc1ccc(C23CC4CC(CC(C4)C2)C3)cc1C(=O)O	i	i	i	i	i	i	nt	i	0	i	nt
CC1(C)Oc2ccc3ccc(=O)oc3c2C(/C=N/O)=C1Cl	i	i	i	i	i	i	i	i	-2	i	i
COc1ccc(-c2cn(-c3cccc(C)c3)c(=O)[nH]2)cc1OC	i	i	i	i	i	i	i	i	-7	i	i
COc1ccc(NC(=O)c2ccc(C(=O)Nc3ccc(OC)cc3OC)cc2)c(OC)c1	i	i	i	i	i	i	i	i	1	i	i
CCCCONc1ncnc2nonc12	i	i	i	i	i	i	i	i	-9	i	i
CC(=O)NC(=S)Nc1cccc2c(C)cc(C)nc12	i	i	i	i	i	i	i	i	-10	i	i
NC(=O)c1ccc(N2CCCCCC2)c([N+](=O)[O-])c1	i	i	i	i	i	i	i	i	-11	i	i
O=C1Nc2ccc([N+](=O)[O-])cc2OC1CCN1CCOCC1 (configuration not stated)	i	i	i	i	i	i	i	i	0	i	i
O=C(CNc1cccc(S(=O)(=O)N2CCOCC2)c1)Nc1ccc(C(F)(F)F)cc1	i	i	i	i	i	i	i	i	-21	i	i
COc1cc(C(=S)N2CCCC2)ccc1OC(=O)c1ccc(Cl)cc1[N+](=O)[O-]	i	i	i	i	i	i	i	i	-2	i	i
Cc1cccc(NC(=S)NNC(=O)c2csc3c2CCC(C)C3)c1 (configuration not stated)	20*	i	i	6.1*	i	i	i	i	-1	i	i
CCC1Oc2ccc(C)cc2N(CC(=O)NCCCN2CCCCC2C)C1=O (configuration not stated)	i	i	i	i	i	i	i	i	-7	i	i
Cc1c2c(n3c(nc4ccccc43)c1C#N)N(CCCN(C)C)CC2	i	i	i	i	i	i	i	i	-7	i	i
Nc1nnc(SCC(=O)c2ccc([N+](=O)[O-])cc2)s1	i	i	i	i	i	i	i	i	-12	i	i

More compounds.
canonical_smiles	KCNQ1 pot	MrgX1 PAM	KCNK9 inh	RGS4 inh	TMEM16A inh	MrgX1 agonist	KCNK3 block	RGS4 act	hERG protect	KCNQ1 inh	ANO1 activ
CCn1c(=O)[nH]c(=O)c2c(N)c(C(=O)c3ccccc3OC)sc21	i	i	i	i	i	i	i	i	-6	i	i
Cc1ccc(S(=O)(=O)CCC(=O)OCc2ccccc2)cc1	i	i	i	i	i	i	i	i	-12	i	i
CCOC(=O)C1(CC/C(C)=N\NC(N)=O)CC(C)(C)OC1=O (configuration not stated)	i	i	i	i	i	i	i	i	-5	i	i
CC(C)(NC(=O)c1ccccc1)c1nc2ccccc2s1	i	i	i	i	i	i	i	i	-13	i	i
O=C(O)CC(CC(=O)Nc1ccc(Oc2ccccc2)cc1)c1ccccc1 (configuration not stated)	i	i	i	i	i	i	i	i	-8	i	i
CCCCN(C(=O)C1=COCCO1)c1c(N)n(CCCC)c(=O)[nH]c1=O	i	i	i	i	i	i	i	i	-8	i	i
O=C(COC(=O)CCC(=O)c1cccs1)Nc1cc(S(=O)(=O)N2CCOCC2)ccc1Cl	i	i	i	i	i	i	i	i	-10	i	i
Cc1ccccc1OCCn1cc(C(=S)N2CCCC2)c2ccccc21	i	i	-9.6*	i	i	i	i	i	-7	i	i
CCOc1ccc(CN(C)CC(=O)c2c(N)n(Cc3ccccc3)c(=O)n(CC)c2=O)cc1OC	i	i	i	i	i	i	i	i	-16	i	i
Cc1[nH][nH]c(=O)c1N=Nc1ccc(F)cc1	i	i	i	i	i	i	i	i	-7	i	nt
COc1ccc(Cl)cc1NC(=O)CN(C)C(=O)c1ccc2c(c1)OCCO2	i	i	i	i	i	i	i	i	-17	i	i

Rows were taken by chance, and some 6.3% of all compounds hit somewhere here.
